From PubChem
mIAP act – mouse IAP activation; muIAP, CDP-Star luminescence, 30 min; hits give high values; 1 = vehicle-only enzyme signal, 0 = enzyme-free wells; activation factor at 10 µM; 0.24% of 330,000 active;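 active = activation factor of at least 2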; note: the source names both 10 and 20 µM as test concentration; values of inactives mirror those of a sister screen read the other way
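System: mouse IAP enzyme. Reagent: CDP-Star chemiluminescent phosphatase substrate. Benchmarks: DMSO wells, no-enzyme wells. Times: 30 min enzyme-substrate-compound incubation at room temperature. Detection: luminescence from enzymatic CDP-Star hydrolysis. Doses: test compounds delivered from DMSO solution.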
PfG6PD inh – PfG6PD (Plasmodium falciparum) enzyme inhibition; PfGluPho enzyme, NADPH resazurin-diaphorase fluorescence; inhibition, % at 20 µM; 0.78% of 350,000 active;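 active = inhibition reaching at least a set limit at 20 µM in the primary screen, cut at about 59% in these data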;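 note: 0% = DMSO wells with substrate and 100% = DMSO wells lacking glucose-6-phosphate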
A3A deaminase – inhibitors of human APOBEC3A DNA deaminase; P31941; recombinant A3A, FAM/TAMRA ssDNA deamination fluorescence; inhibition, % at 20 µM; 0.41% of 330,000 active; AID 493011;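 active = at least 40% inhibition at 20 µM here, with at most 30% in a related deaminase screen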;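 note: plate controls were A3A with DMSO for no effect and wells lacking A3A enzyme for full effect; some results filed as inactive read as strong as hits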
mIAP block – blocks mouse intestinal alkaline phosphatase | inhibition, % at 10 µM | AID 2806 | purified mouse IAP, CDP-Star luminescence, 30 min | 0.2% of 330,000 active;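 active = inhibition of at least 40% at 10 µM in the primary screen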;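 note: plate controls were DMSO with enzyme for no effect and no enzyme wells for full effect; values of inactives mirror those of a sister screen read the other way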
ATG4B inh – inhibitors of human ATG4B cysteine protease; ATG4B cleavage of LC3-PLA2, NBD-HPC fluorescence, 1 h; Q9Y4P1; inhibition, % at 8.33 µM; 0.51% of 340,000 active; in the data active = inhibition above about 40%
hIAP block – blocks human intestinal alkaline phosphatase; inhibition, % at 10 µM; P09923; 0.12% of 330,000 active; purified IAP, CDP-Star luminescence, 30 min; AID 2544;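 active = inhibition reaching a set limit with compound at 10 µM in the primary screen, cut at about 35% in these data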;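 note: plate controls were DMSO wells with enzyme for no effect and no-enzyme buffer wells for full effect; values of inactives mirror those of a sister screen read the other way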
HKDC1 inhibitor – blocks human hexokinase HKDC1 activity | AID 493160 | Q2TB90 | inhibition, % at 20 µM | recombinant HKDC1, G6PDH/diaphorase resazurin coupled fluorescence | 0.16% of 340,000 active;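 active = inhibition above about 35% when tested at 20 µM, limit read from the data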;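 note: plate controls were DMSO wells with enzyme for no effect and DMSO wells lacking enzyme for full effect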
Target sequence (Q2TB90 whole entry, looked up): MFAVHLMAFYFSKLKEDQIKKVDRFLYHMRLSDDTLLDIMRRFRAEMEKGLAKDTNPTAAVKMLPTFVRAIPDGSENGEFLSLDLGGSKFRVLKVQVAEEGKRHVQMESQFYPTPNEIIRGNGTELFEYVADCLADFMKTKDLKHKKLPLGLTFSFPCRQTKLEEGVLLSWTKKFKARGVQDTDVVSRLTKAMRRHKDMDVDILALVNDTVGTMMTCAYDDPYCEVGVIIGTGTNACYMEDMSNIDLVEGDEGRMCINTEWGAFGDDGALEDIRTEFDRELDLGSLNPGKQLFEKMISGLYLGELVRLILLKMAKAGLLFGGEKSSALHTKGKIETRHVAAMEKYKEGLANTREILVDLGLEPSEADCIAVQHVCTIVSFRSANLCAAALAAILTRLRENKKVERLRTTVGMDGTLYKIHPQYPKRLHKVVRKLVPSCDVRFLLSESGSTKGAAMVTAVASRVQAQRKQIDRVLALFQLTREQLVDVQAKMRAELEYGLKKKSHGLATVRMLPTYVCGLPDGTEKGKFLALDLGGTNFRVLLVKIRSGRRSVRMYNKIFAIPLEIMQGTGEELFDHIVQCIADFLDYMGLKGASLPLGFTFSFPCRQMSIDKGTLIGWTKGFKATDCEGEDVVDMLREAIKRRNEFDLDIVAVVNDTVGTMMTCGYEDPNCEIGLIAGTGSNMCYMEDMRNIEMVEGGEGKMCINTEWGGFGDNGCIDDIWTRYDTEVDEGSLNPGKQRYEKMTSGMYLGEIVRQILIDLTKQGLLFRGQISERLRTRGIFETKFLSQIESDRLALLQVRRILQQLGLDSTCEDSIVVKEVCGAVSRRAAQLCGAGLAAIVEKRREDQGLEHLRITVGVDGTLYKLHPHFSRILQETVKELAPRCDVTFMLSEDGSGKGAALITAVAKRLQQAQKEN
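Test system: recombinant HKDC1 (HK5) hexokinase enzyme, produced in-house / Doses: 20 µM test compound, 1% DMSO / Timing: 90 min, room temperature / Detection: G6PDH/diaphorase-coupled fluorescence, 1 mM NADP, 100 µM resazurin, 525/613 nm / Control set: DMSO wells with and without enzyme mix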
hIAP activ – human IAP activation | P09923 | purified human IAP, CDP-Star luminescence, 30 min; hits give high values; 1 = vehicle-only enzyme, 0 = enzyme-free background | activation factor at 10 µM | 0.16% of 330,000 active;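 active = activation factor of the enzyme at least 2-fold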; note: the source names both 10 and 20 µM as test concentration; values of inactives mirror those of a sister screen read the other way
Starred values were filed as active, the others as inactive; . = no result given.

compound	mIAP act	PfG6PD inh	A3A deaminase	mIAP block	ATG4B inh	hIAP block	HKDC1 inhibitor	hIAP activ
CC(C)c1nc2n[nH]c(N)c2c2c1CCC2	1	5	-2	-4	8	0	-2	1
CCC(C)NC(=O)c1cc2c(=O)[nH]c3ccc(C)cc3c2s1 (stereo not given)	1	-6	-1	-1	2	8	9	0.92
CCCc1ccc2oc(C(=O)N3CCN(C4CCS(=O)(=O)C4)CC3)c(C)c2c1 (stereo not given)	1	-11	-4	0	-2	-10	-7	1.1
CCC1CCCCN1C(=O)COc1ccc(S(=O)(=O)N2CCOCC2)cc1Cl (stereo not given)	0.82	5	0	18	-11	2	-1	0.98
CC(C)(C)NC(=O)CN(Cc1ccco1)C(=O)CCC(=O)Nc1nccs1	1	-20	0	-4	-6	23	-6	0.77
CC(C)c1ccc(CNc2ncc(Br)cn2)cc1	0.98	-2	-2	2	0	5	-3	0.95
S=C(Nc1ccccc1Cl)N(Cc1ccccc1)Cc1cccnc1	1.1	-5	3	-7	2	-7	-4	1.1
COc1cccc(CNC(=O)C2CCCN(c3nc4ccccc4o3)C2)c1 (stereo not given)	1	-10	3	-5	5	14	4	0.86
CCc1cc(CNC(=O)c2cccc(OC3CCN(S(C)(=O)=O)CC3)c2)on1	0.96	4	-3	4	-8	-10	-5	1.1
O=C1CCCN1c1ncc(S(=O)(=O)c2ccc([N+](=O)[O-])cc2)s1	0.96	14	-1	4	-15	3	3	0.97
Cc1ccc(S(=O)(=O)N2CCOCC2)cc1NC(=O)COc1ccc2c(C)cc(=O)oc2c1	0.98	6	3	2	-14	-4	3	1
CC(C)(C)c1ccc(C(=O)N2CCC(NC(=O)c3ccccc3)CC2)cc1	0.97	2	1	3	-2	0	-3	1
O=C(COC(=O)COc1ccc2ccccc2c1)NC1CCCc2ccccc21 (stereo not given)	1	9	-4	-1	11	-23	-7	1.2
CCOC(=O)c1ccccc1NC(=S)N1CCC(C(N)=O)CC1	1	3	-4	-4	1	2	-3	0.98
Cc1ccccc1-n1nnnc1SCC(=O)Nc1ccc(N2CCN(C)CC2)cc1	1	-1	-1	-1	1	-10	-1	1.1
CCOC(=O)c1c(-c2ccccc2)csc1NC(=O)c1cccc(N2C(=O)CCC2=O)c1	0.93	7	-3	7	-6	-6	-3	1.1
O=C1N=C(N2CCOCC2)S/C1=C\c1ccccc1OS(=O)(=O)c1ccccc1	1	11	-3	-4	-14	-1	3	1
COc1ccc(C(=O)N(Cc2ccccc2)Cc2cc3cc4c(cc3[nH]c2=O)OCCO4)cc1	0.93	0	0	7	-11	3	-9	0.97
O=c1[nH]c(C2CCN(S(=O)(=O)c3ccc4c(c3)OCCO4)CC2)nc2c1nnn2Cc1ccccc1	1	-23	6	-4	-14	3	0	0.97
CCCCN1CC(O)=C(c2nc3ccccc3[nH]2)C1=N	1	3	-2	-3	-4	-10	-4	1.1
O=C(N/N=C/c1cccc(OC(=O)c2ccco2)c1)c1ccc(F)cc1	1	6	2	-3	-3	-12	-10	1.1
CCOC(=O)CCCSc1nc2sc3c(c2c(=O)[nH]1)CCC3	0.98	1	-5	2	4	6	-2	0.94
Cc1nnsc1S(=O)c1ccc(Br)cc1 (stereo not given)	0.95	-6	-3	5	-6	-17	-2	1.2
OC(COc1ccc2c(c1)OCO2)CN1CCCC1 (stereo not given)	1	8	-5	-3	-6	4	-5	0.96
CCOC(=O)C1=C(C)NC2=C(C(=O)CCC2)C1c1ccsc1 (stereo not given)	0.96	.	-5	4	.	5	.	0.95
Cn1c(=O)c2c(nc(CN3CCOCC3)n2CCCO)n(C)c1=O	1	16	0	-3	-10	3	1	0.97
CCN1CNC(=S)N(c2ccccc2OC)C1	0.98	-15	-4	2	0	17	-9	0.83
COc1ccc(-n2c(SCC(=O)Nc3ccc(NC(C)=O)cc3)nc3ccccc3c2=O)cc1	1.2	-20	-2	-17	5	-6	5	1.1
COc1ccccc1N(CC(=O)NC1CCCC1)C(=O)CNC(=O)c1cccs1	1	-17	-4	-2	3	-20	5	1.2
CC(C)(Oc1ccc(Cl)cc1)C(=O)NC1CCCCC1	1	11	4	-2	2	0	-6	1
O=C(NCc1ccco1)c1cc(S(=O)(=O)NC2CC2)ccc1Br	1	-4	-1	-2	9	9	3	0.91
COc1ccc(CNC(=O)c2ccncc2)cc1	1	1	-3	-4	-4	-10	-2	1.1
Cc1ccc(C)n1-c1ccc(-n2cnnn2)cc1	0.93	11	-3	7	-4	16	2	0.84
O=C(NC(Cc1c[nH]c2ccccc12)C(=O)O)c1ccc(Br)cc1 (stereo not given)	0.97	-22	-1	2	2	2	-1	0.98
Cc1ccc(C2=[N+]([O-])C(C)(C)N(O)C2(C)C)cc1	1.1	9	-2	-14	7	-7	-9	1.1
Cc1ccc(N(CC(=O)NCC2CCCO2)C(=O)Cn2nnc(-c3cccs3)n2)cc1 (stereo not given)	1	-11	-3	0	-15	10	-8	0.9
Cc1nnc(-c2ccccc2)c(=O)n1/N=C/c1c(O)ccc2ccccc12	0.89	-2	-11	11	-6	-11	21	1.1
Cc1cc(Oc2nc3c(C)cccn3c(=O)c2/C=C(\C#N)S(=O)(=O)c2ccc(Cl)cc2)ccc1Cl	0.9	4	0	10	7	14	-6	0.86
COc1ccc(Cn2ccnc2SCC(=O)Nc2ccccc2OC)cc1	1.1	-2	7	-11	1	20	3	0.8
COc1ccc(NCc2ccsc2)cc1	0.98	14	-3	2	-5	-4	-3	1
O=C(CSc1nc(=O)n2ccccc2n1)NCCc1ccccc1	1	-18	-3	-3	-5	-2	-2	1
CC(=O)c1sc(NC(=O)CCCOc2ccccc2C)nc1C	1.1	-21	1	-8	12	-13	-8	1.1
Cn1c(=O)cc(OCC(=O)N2CCCc3ccccc32)c2ccccc21	1.1	15	-1	-6	-16	2	-24	0.97
O=c1cc(-c2ccco2)oc2c1ccc1ccccc12	1	6	10	-2	-3	-28	3	1.3
CC(=O)c1sc(NC(=O)c2c(F)cccc2F)nc1-c1ccccc1	1	-3	-2	-2	6	3	-3	0.97
COc1cccc(C(=O)C2CCCN(C(=O)c3ccc(C#CC(C)(C)O)cc3)C2)c1 (stereo not given)	0.94	-21	-8	6	0	-6	-4	1.1
COc1ccc(Cl)cc1NC(=O)CN1CCN(S(=O)(=O)N2CCCCC2)CC1	0.96	1	5	4	-5	3	-3	0.97
CC(=O)C1=C(O)CC(c2ccccc2)CC1=NCCc1c(C)[nH]c2ccc(C)cc12 (stereo not given)	1.2	-7	-5	-17	-11	-3	-6	1
CCn1c(SCC(=O)NNC(=O)c2ccco2)nnc1-c1ccco1	0.99	-5	-2	1	-1	-46	1	1.5
COC(=O)c1ccc(N2C(=O)C3CC=CC(C)C3C2=O)cc1 (stereo not given)	1.1	-13	0	-5	1	1	0	0.99
CCN(NC(=O)C(O)(c1ccccc1)c1ccccc1)C(=O)c1ccccc1	0.89	-1	-4	11	-4	-3	7	1
CN(C)/C=C(/C(=O)c1ccccc1)S(=O)(=O)c1ccc(Cl)cc1	1	-38	1	-3	12	0	11	1
OCCC1CN(Cc2ccc3nsnc3c2)CCN1CCc1ccccc1 (stereo not given)	1	-16	-3	-2	6	1	4	0.99
COc1ccc(-c2nc(C#N)c(N3CCC(C)CC3)o2)cc1	1.1	12	1	-7	3	6	-1	0.94
CC(Sc1ccccn1)C(=O)Nc1ccc2c(c1)OCCO2 (stereo not given)	0.94	4	-1	6	-10	27	2	0.73
Cn1c(CNC(=O)C2CCC(=O)N(CCc3cccc(F)c3)C2)nc2ccccc21 (stereo not given)	0.98	11	-2	2	-2	13	-1	0.87
C/C(N)=C(/C#N)C(=O)CSc1cc(Cl)ccc1Cl	0.93	-5	1	7	-7	15	-3	0.85
O=c1cc(-c2ccccc2F)nc(-c2ccccc2F)o1	1	-5	-1	-5	-1	-9	2	1.1
Cc1cccc(N2CCN(C(=S)NCCc3ccccc3)CC2)c1C	1.3	17	-1	-35	16	-14	-9	1.1
COc1cccc(CNCc2cccc(Br)c2)c1OC	0.97	-4	-2	2	-3	-5	1	1.1

Part of the list above with just hIAP activ, mIAP act and HKDC1 inhibitor:
Structure | hIAP activ | mIAP act | HKDC1 inhibitor
COc1cccc(C(=O)C2CCCN(C(=O)c3ccc(C#CC(C)(C)O)cc3)C2)c1 (stereo not given) | 1.1 | 0.94 | -4
COc1ccc(Cl)cc1NC(=O)CN1CCN(S(=O)(=O)N2CCCCC2)CC1 | 0.97 | 0.96 | -3

Complete entries, looked up by structure. Values in the order: mIAP act | PfG6PD inh | A3A deaminase | mIAP block | ATG4B inh | hIAP block | HKDC1 inhibitor | hIAP activ
`O=c1cc(-c2ccccc2F)nc(-c2ccccc2F)o1` as listed: 1 | -5 | -1 | -5 | -1 | -9 | 2 | 1.1
`CC(=O)C1=C(O)CC(c2ccccc2)CC1=NCCc1c(C)[nH]c2ccc(C)cc12` (stereo not given) as listed: 1.2 | -7 | -5 | -17 | -11 | -3 | -6 | 1
`CN(C)/C=C(/C(=O)c1ccccc1)S(=O)(=O)c1ccc(Cl)cc1` as listed: 1 | -38 | 1 | -3 | 12 | 0 | 11 | 1

Next part:
compound	mIAP act	PfG6PD inh	A3A deaminase	mIAP block	ATG4B inh	hIAP block	HKDC1 inhibitor	hIAP activ
O=C(CN(C(=O)c1csnn1)c1cccc2c1CCCC2)NC1CCCC1	0.97	2	-2	3	-2	8	-6	0.92
CCCCN1CC(=O)N2[C@H]3c4ccc(OC)cc4OC[C@@H]3[C@H](c3ccccc3)[C@]2(C)C1=O	0.92	5	-4	8	-12	5	-2	0.95
O=[N+]([O-])c1cc([N+](=O)[O-])c2cccnc2c1O	1	.	-4	-2	.	14	.	0.86
Cc1ccc[n+](CC(=O)/C=C2\N(C)c3ccccc3C2(C)C)c1	0.97	-5	-4	3	30	6	-8	0.94

3 structures out of the list, arranged by formula weight, falling.
compound	mIAP act	PfG6PD inh	A3A deaminase	mIAP block	ATG4B inh	hIAP block	HKDC1 inhibitor	hIAP activ
O=C(CN(C(=O)c1csnn1)c1cccc2c1CCCC2)NC1CCCC1	0.97	2	-2	3	-2	8	-6	0.92
Cc1cccc(N2CCN(C(=S)NCCc3ccccc3)CC2)c1C	1.3	17	-1	-35	16	-14	-9	1.1
Cc1ccc[n+](CC(=O)/C=C2\N(C)c3ccccc3C2(C)C)c1	0.97	-5	-4	3	30	6	-8	0.94
